IDE cell activ: human IDE activators in live cells, primary screen, fluorescence polarization, HEK cells, FAbeta-B substrate | FAbeta-B cleavage; 0% vehicle, 100% cell-free pure enzyme wells | Insulin-degrading enzyme (Homo sapiens), P14735 | activation, % at 5.96 µM | actives 0.073% (n = 340,000) | AID 493087, 2011;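 active means activation above the mean of all tested compounds plus 3 SD, set per screening campaign, cut at about 17% in these data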
VIM-2 inh: VIM-2 metallo-beta-lactamase inhibitors, primary screen, biochemical, epi-absorbance readout, Pseudomonas aeruginosa enzyme | purified VIM-2, nitrocefin hydrolysis, epi-absorbance fluorescence | inhibition, % at 5.6 µM | actives 0.89% (n = 290,000);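 active means inhibition above the mean of all tested compounds plus 3 SD, cutoff set per screening run, cut at about 7.5% in these data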;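 further: red hydrolysis product quenches plate fluorescence so inhibitors raise well fluorescence; 0% = enzyme with DMSO and 100% = DMSO without enzyme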
UBC9 SUMO inh: inhibitors of in vitro SUMOylation cascade, primary screen, biochemical, HTRF, uHTS. SUMO-conjugating enzyme UBC9 (Homo sapiens), P63279. HTRF SUMOylation assay, SAE1/SAE2 + UBC9. inhibition, % at 35 µM. actives 0.36% (n = 290,000); in the data active means inhibition above about 50%, passing the limit was not always enough; further: strong numbers were not always called active
Target sequence (P63279 whole entry, looked up): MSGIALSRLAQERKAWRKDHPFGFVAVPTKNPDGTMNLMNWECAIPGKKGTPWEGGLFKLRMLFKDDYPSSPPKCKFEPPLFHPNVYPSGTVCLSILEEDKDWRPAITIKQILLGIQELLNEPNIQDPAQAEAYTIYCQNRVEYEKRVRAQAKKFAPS
MEKK3 PB1 HTS: modulators of MEKK3-MEK5 PB1 binding, primary screen, biochemical, wildtype MEKK3, multiplex bead flow cytometry, Alexa488-MEK5 | Mitogen-activated protein kinase kinase kinase 3 (Homo sapiens), Q99759 | bead-based flow cytometry, Alexa488-MEK5 binding to MEKK3; actives lie on both sides; 0 = blocked by unlabeled MEK5, 100 = vehicle | binding response (% of control), % at 10 µM | actives 1.4% (n = 290,000) | AID 1529, 2009;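 active means binding response more than 3 SD above or below the average of its plate-row segment, actives on both sides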;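 further: Alexa488 bead fluorescence after subtracting the streptavidin-only scavenger bead signal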
Target sequence (Q99759 whole entry, looked up): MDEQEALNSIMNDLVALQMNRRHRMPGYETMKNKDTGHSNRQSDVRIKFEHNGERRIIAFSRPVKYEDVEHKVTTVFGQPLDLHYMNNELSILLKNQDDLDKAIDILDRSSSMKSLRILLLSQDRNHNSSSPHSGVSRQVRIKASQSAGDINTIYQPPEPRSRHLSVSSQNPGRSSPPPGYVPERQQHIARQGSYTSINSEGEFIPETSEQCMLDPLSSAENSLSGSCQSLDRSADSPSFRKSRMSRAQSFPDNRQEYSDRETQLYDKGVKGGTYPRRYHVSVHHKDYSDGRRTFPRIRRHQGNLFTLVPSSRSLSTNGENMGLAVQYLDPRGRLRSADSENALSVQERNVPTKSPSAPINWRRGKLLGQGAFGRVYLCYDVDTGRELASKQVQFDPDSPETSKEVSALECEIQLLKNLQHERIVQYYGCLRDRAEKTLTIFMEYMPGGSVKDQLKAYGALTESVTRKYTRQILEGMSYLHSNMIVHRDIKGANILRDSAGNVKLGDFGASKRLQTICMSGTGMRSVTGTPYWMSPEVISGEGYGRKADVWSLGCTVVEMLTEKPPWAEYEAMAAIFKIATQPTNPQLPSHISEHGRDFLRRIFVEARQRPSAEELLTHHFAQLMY
HCV NS3 hel inh: inhibitors of HCV NS3 helicase, primary screen, biochemical, Cy5 molecular beacon fluorescence | actives 0.56% (n = 290,000) | NS3 helicase DNA unwinding | inhibition, % at 10.9 µM | Hepatitis C virus NS3 helicase;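 active means inhibition above the mean of all tested compounds plus 3 SD, set per campaign, cut at about 35% in these data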;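 further: 0% = DMSO wells and 100% = thioflavine S control wells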
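assay system = NS3 helicase fragment of HCV | buffer or medium = MOPS pH 6.5, MgCl2, DTT, Tween20, BSA | timing = 60 min unwinding reaction at 25 °C after ATP addition | signal = Cy5 beacon fluorescence read at start and 1 h | read-out basis = % inhibition of unwinding | control set = low DMSO, high thioflavine S at 110 µM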
PHOSPHO1 block: PubChem AID 1565 | recombinant PHOSPHO1, absorbance phosphatase assay | inhibition, % at 13.3 µM | actives 1.1% (n = 290,000); in the data active means inhibition above about 60%
Target sequence (Q8TCT1 whole entry, looked up): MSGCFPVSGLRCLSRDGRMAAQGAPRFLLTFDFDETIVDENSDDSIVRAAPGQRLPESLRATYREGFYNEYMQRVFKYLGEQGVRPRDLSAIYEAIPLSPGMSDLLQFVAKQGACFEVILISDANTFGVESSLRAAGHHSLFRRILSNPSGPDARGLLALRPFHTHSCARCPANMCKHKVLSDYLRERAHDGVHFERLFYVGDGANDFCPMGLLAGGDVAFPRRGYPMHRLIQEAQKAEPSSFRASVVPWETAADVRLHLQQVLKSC
DNA FID counter: compounds displacing fluorescent DNA intercalator, primary screen, artefact control for HCV NS3 helicase inhibitor project, biochemical, FID fluorescence. DNA fluorescent intercalator displacement. inhibition, % at 7.9 µM. actives 0.17% (n = 290,000); in the data active means inhibition above about 37%;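 further: 0% = vehicle and 100% = reference compound; higher means more ethidium bromide displaced from hairpin DNA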
IMP-1 inhibitor: IMP-1 metallo-beta-lactamase inhibitors, primary screen, biochemical, epi-absorbance readout, Pseudomonas aeruginosa enzyme. metallo-beta-lactamase IMP-1 (Pseudomonas aeruginosa). purified IMP-1, nitrocefin hydrolysis, epi-absorbance fluorescence. inhibition, % at 5.6 µM. actives 0.45% (n = 290,000);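 active means inhibition above the mean plus 3 SD of all compounds in the same screening run, cut at about 4.5% in these data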;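 further: 0% = IMP-1 with DMSO and 100% = DMSO wells lacking enzyme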
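Assay system: purified recombinant IMP-1 beta-lactamase. Input: IMP-1 0.2 nM before substrate addition. Buffer or medium: Zinc- and detergent-supplemented HEPES buffer, pH 7.1. Schedule: 25 °C, 15 min preincubation, 25 min reaction. Signal: Epi-absorbance fluorescence, 480 nm excitation, 530 nm emission. Evaluation: percent inhibition from optical density relative to buffer-blank wells.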
p-CIP stab down: p/CIP-EGFP fusion destabilizers, primary screen, fluorescence, F442A cells. decrease of EGFP signal, % at 10 µM. 16 h. actives 0.01% (n = 290,000). AID 1984, 2009. Q05BA5;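 active means EGFP signal decrease of at least 30% at 10 µM or well 3 SD below plate mean, unless failing retest; inactive means the rest, including hits failing retest or dose response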; further: some compounds called inactive have numbers as strong as hits; many of its hits are not listed in these tables
* = called active by the depositor; . = no result given. This is a subset. The share of hits here may be higher or lower than overall.

SMILES	IDE cell activ	VIM-2 inh	UBC9 SUMO inh	MEKK3 PB1 HTS	HCV NS3 hel inh	PHOSPHO1 block	DNA FID counter	IMP-1 inhibitor	p-CIP stab down
O=C(NC1CCCCCC1)C1CCCN1S(=O)(=O)c1cccc2cccnc12 (stereo not given)	0	-4.5	24	94	-1	5	-22	-1.6	-10
Cc1sc(NC(=O)c2ccco2)nc1-c1ccc2c(c1)CC(C)N2C(=O)C1CC1 (stereo not given)	-1	0.7	1	106	17	47	-10	-0.5	3
COc1ccc(/C=C2\Oc3cc(OCC(=O)N4CCC(C(=O)O)CC4)ccc3C2=O)c(OC)c1	29*	0.5	4	103	8	34	-28	-2.2	-9
O=C(Cc1ccc(Cl)cc1Cl)OCC(=O)N1CCCCC1	0	-2.3	21	100	-2	35	-22	-2.1	-23
COC(=O)C1NN=C(C(=O)c2ccc(Cl)cc2)C1c1ccc(OC)cc1 (stereo not given)	0	-2.5	-21	102	3	2	-22	-1.8	8
Fc1ccc(/C=N/n2c(COc3ccccc3)n[nH]c2=S)cc1	0	-1.2	-2	103	0	6	-24	-2.2	-4
COc1cc(CCC(=O)OCc2nnc(-c3ccccc3)o2)cc(OC)c1OC	0	-2.0	3	95	-3	-5	-21	-0.9	-8
CC(C)(C)C(=O)Nc1ccccc1-c1nc2ccccc2[nH]c1=O	5	-1.2	7	108	-6	8	-13	1.9	-6
Cc1ccc2[nH]c(C(=O)N3CCCC(Nc4ccc(F)cc4)C3)cc2c1 (stereo not given)	6	-0.1	-13	100	-18	34	-29	-2.4	0
Cc1cc(Nc2ccccc2)n(CCO)n1	4	-1.4	20	97	7	-4	2	-2.5	4
O=C(c1cc2ccccc2o1)c1cccs1	3	0.3	-9	101	2	12	-1	-2.3	-16
COc1ccc(CC(=O)Nc2nncs2)cc1OC	2	-1.4	18	105	0	-9	-2	-2.6	-20
COc1ccc(NC(=O)Cn2nnc(C(=O)NCc3ccc4c(c3)OCO4)c2N)c(OC)c1	4	-0.7	5	101	-22	43	-22	0.4	8
CCc1c(C)nc(SCC(=O)N2CCCCC2)[nH]c1=O	0	-1.5	-1	105	0	34	-4	-3.5	7
CN(Cc1ccon1)C(=O)C1CCN(C2CCN(CCCc3ccccc3)CC2)CC1	4	-3.4	7	98	-13	42	6	-2.3	-8
CN(Cc1ccccc1OCCO)CC1CCCN(CCc2ccc(Cl)cc2)C1 (stereo not given)	2	-0.3	1	106	-9	39	15	-2.7	5
Cn1nnnc1SCC(=O)c1ccc2c(c1)OCCO2	-3	-3.8	6	102	1	55	3	-4.0	-9
CCCCOc1nc(N)nc(-c2ccccc2)n1	3	-4.7	-8	100	-3	0	-3	-6.3	1
CCCCCOC(=O)c1c(N)n(CCOC)c2nc3ccccc3nc12	-6	-0.3	27	97	-1	34	-17	-1.2	-15
C=CCn1c(=O)c(C(=O)OCC)c(O)c2ccccc21	2	1.7	10	92	-4	50	2	-0.2	-6
Cc1cc(OC(C)C(=O)NCC2CCC(C(=O)O)CC2)c2c(C)c(Cc3ccccc3)c(=O)oc2c1 (stereo not given)	-2	-1.9	36	107	-5	14	-40	-4.5	-18
CCC1CCCCN1CCCNC(=O)CC1Oc2ccccc2NC1=O (stereo not given)	6	-4.3	15	113	7	-3	-4	-2.8	-3
COC(=O)c1cccnc1N1CCN(c2ccccc2F)CC1	2	-2.6	-10	93	-3	26	-11	-2.8	-11
O=P(c1ccccc1)(c1ccccc1)N(c1ccccc1)c1ccccc1	1	-1.1	17	100	-15	-8	-32	-2.6	-6
Cn1nc(C(=O)N2CCC(C(N)=O)CC2)c2c1-c1ccccc1SC2	-1	0.1	2	101	7	25	-19	-4.8	-2
COc1cccc(/C=N/Nc2cc(N3CCOCC3)ncn2)c1O	2	-3.0	-52	92	0	54	-11	-3.9	-6
C/C=C(\C)C(=O)N1CCC(C(=O)c2ccccc2)CC1	2	-0.6	-4	107	1	2	-14	-2.0	6
CCOCCCNC(=S)NCCc1ccccc1	-3	-2.5	14	100	6	-20	-3	-4.0	-13
CC(=O)c1nc(N2C(=O)CC(Cc3ccccc3)C2=O)sc1C (stereo not given)	-7	-1.2	-2	125	1	-7	-15	3.4	-14
CCC1Oc2ccccc2N(CC(=O)NCCN2CCc3ccccc3C2)C1=O (stereo not given)	0	-3.9	19	99	-19	11	3	-2.2	-11

Random excerpt: 5 compounds from above
SMILES	IDE cell activ	VIM-2 inh	UBC9 SUMO inh	MEKK3 PB1 HTS	HCV NS3 hel inh	PHOSPHO1 block	DNA FID counter	IMP-1 inhibitor	p-CIP stab down
COc1cccc(/C=N/Nc2cc(N3CCOCC3)ncn2)c1O	2	-3.0	-52	92	0	54	-11	-3.9	-6
CCC1Oc2ccccc2N(CC(=O)NCCN2CCc3ccccc3C2)C1=O (stereo not given)	0	-3.9	19	99	-19	11	3	-2.2	-11
CC(=O)c1nc(N2C(=O)CC(Cc3ccccc3)C2=O)sc1C (stereo not given)	-7	-1.2	-2	125	1	-7	-15	3.4	-14
O=P(c1ccccc1)(c1ccccc1)N(c1ccccc1)c1ccccc1	1	-1.1	17	100	-15	-8	-32	-2.6	-6
Cn1nc(C(=O)N2CCC(C(N)=O)CC2)c2c1-c1ccccc1SC2	-1	0.1	2	101	7	25	-19	-4.8	-2

Continuation:
SMILES	IDE cell activ	VIM-2 inh	UBC9 SUMO inh	MEKK3 PB1 HTS	HCV NS3 hel inh	PHOSPHO1 block	DNA FID counter	IMP-1 inhibitor	p-CIP stab down
COc1cc(CN2CCC(n3nccc3NC(=O)CCCc3ccccc3)CC2)ccc1O	-1	-3.6	-1	106	-52	-5	2	-1.9	-7
CC(C)C[C@H](NC(=O)N1CCn2c1nc1ccccc12)C(=O)N[C@H](Cc1ccccc1)C(=O)O	3	-3.6	1	101	17	29	-30	-3.0	-12
c1ccc(-c2oc3ncnc(NCCN4CCOCC4)c3c2-c2ccccc2)cc1	-3	-2.7	-6	104	-4	-48	-5	-4.0	20
O=C(CN1C(=O)C2C3CCC(C3)C2C1=O)NCc1ccco1 (stereo not given)	7	-3.4	12	102	4	-3	3	0.3	-2
CN1C(=O)c2ccc(NC(=O)c3cccc(N4C(=O)CCC4=O)c3)cc2C1=O	0	-2.5	26	101	0	23	6	-1.7	-9
Cc1cc(O)c(NC(=O)c2ccc(C)c([N+](=O)[O-])c2)cc1C	.	-2.7	-1	97	-1	8	8	-3.1	1
COc1ccccc1-n1nnnc1SCC(=O)NC1CCCC1	-2	-0.7	9	104	14	-14	-5	0.1	-2
COc1cc(NC(=O)N2CCOCC2)cc(OC)c1	-1	-1.7	19	97	-4	50	-3	-4.8	-6
N#Cc1cccc(NC(=O)CCC2CCCC2)c1	-2	-0.1	13	100	-5	17	-8	-1.4	12
Cc1ccccc1C(=O)O/N=C(\N)Cc1cccs1	8	0.9	5	102	3	23	-6	-1.8	-6
O=C(c1cccc(-c2nnc(-c3ccccc3)o2)c1)N1CCCCCC1	0	-1.2	10	95	1	8	-29	-1.1	-6
O=[N+]([O-])c1cccc(-c2nnc(C3CC3)o2)c1	3	0.9	14	65	-4	2	2	-0.2	-1
CC(CCc1ccccc1)NC(=O)CSc1nc(N)cc(N)n1 (stereo not given)	6	-3.7	1	104	-11	-20	-12	-5.0	0
O=C(Cc1nnc(NC(=O)Nc2ccccc2)s1)Nc1ccccc1	.	-5.2	15	101	-12	9	-1	-4.1	-6
Cc1ccccc1CN1C2=NCCCN2c2ccccc21	1	-0.5	-7	105	4	17	5	-2.0	-2
O=C(COC(=O)C1CCC(=O)N1)Nc1ccc(Oc2ccccc2)cc1 (stereo not given)	1	1.3	-6	99	-7	20	4	-3.5	11
C=CCNc1nc(NCc2ccccc2)c(C#N)c2c1CN(C)CC2	2	0.6	51	104	-9	17	13	-2.6	-22
Cc1nc2nc(-c3ccco3)nn2c(C)c1Cl	-2	3.0	26	104	7	0	-5	-3.2	-3
CC(C)=C(C#N)c1nc2ccccc2s1	-5	0.1	1	100	6	-7	-7	-2.4	-1
CC(=O)c1cccc(S(=O)(=O)NC(C)C2CC3CCC2C3)c1 (stereo not given)	-3	-0.1	16	97	-9	32	-35	-0.6	-6
Cc1nc2nc(C)c(NS(=O)(=O)c3ccc(Cl)s3)c(=O)n2[nH]1	2	-1.2	-2	100	5	20	-2	-1.2	11
COc1ccc(S(=O)(=O)NCCCN2CCOCC2)cc1F	0	-2.3	-17	97	2	14	-4	-0.9	6
CCOc1ccc(C(=O)C(c2ccccc2)N2CCOCC2)cc1 (stereo not given)	-4	2.2	20	102	4	8	-13	0.3	-1
O=C(NC1CCS(=O)(=O)C1)c1cccc(S(=O)(=O)N2CCOCC2)c1 (stereo not given)	6	-0.8	-1	110	5	-10	2	-3.0	-1
Nc1ccc(Br)cc1C(NCC(=O)O)c1ccccc1 (stereo not given)	.	-0.9	7	97	-2	53	-17	-1.8	-2
CC(C)(C)C(=O)O/N=C(\N)c1ccc(-c2csnn2)cc1	-7	-3.0	5	98	-17	25	0	-2.8	-7
CC(SCC(=O)Nc1ccccc1)c1nc2ccccc2c(=O)[nH]1 (stereo not given)	-6	-2.9	0	106	6	43	-3	-3.1	-17
CC(C)c1ccccc1NC(=O)COC(=O)c1ccc(Cl)c(S(=O)(=O)N2CCCCCC2)c1	3	-3.8	-6	104	1	-13	-5	-3.4	-12
O=C1ON=C(c2ccccc2)/C1=C/c1cccnc1	1	-0.3	4	98	12	2	1	-2.9	-38
COc1ccc2c(c1)c(C(=O)N/N=C/c1cccc(O)c1)c(C)n2C	4	-0.6	1	100	6	3	-9	-2.0	-9
CCc1ccccc1NC(=O)CN(C)C(=O)CSc1nc2cc(Cl)ccc2s1	-2	-3.4	-3	102	4	4	-6	-3.6	-8
COC(=O)C(CC(C)C)NC(=O)CNC(=O)c1ccccc1C (stereo not given)	-1	-2.7	12	88	2	-6	-1	-0.8	-1
O=C(NCC1CCN(Cc2ccccc2Cl)CC1)Nc1ccccc1F	2	-2.1	-13	102	11	34	16	-0.8	2
Nc1ccc(Oc2ccc3nc(-c4ccccc4)c(-c4ccc([N+](=O)[O-])cc4)nc3c2)cc1	1	-0.6	-20	102	-8	9	3	-3.2	-14
COc1ccc2nc(SC)c(C#N)cc2c1	9	-2.2	13	98	2	24	2	-0.3	-2
CN(C)S(=O)(=O)c1ccc(S(=O)(=O)NC2CCOC(C)(C)C2)cc1 (stereo not given)	1	0.2	26	78	7	4	2	-4.3	-4

Screening results from PubChem.
